# Bioassay records (PubChem BioAssay)
# POLK inh = qHTS for Inhibitors of Polymerase Kappa; AID 588579, 2011; Potency, µM (series often up to 107 µM), for the others: at the highest dose activity, negative = inhibition, most hits filed as inhibitors; 0.53% of 400,000 active; DNA polymerase kappa (Homo sapiens), Q9UBT6; purified Pol kappa, fluorescent DNA synthesis assay, 10 min; also: potency is read from the fitted curve at half-maximal effect; % is scaled to controls: 0 for no effect and ±100 for the full control effect
#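 Pol kappa 10 nM + cpd, 15 min RT; start w/ substrate 50 nM final; fluorescence kinetic read, 0 and 10 min. Neg ctrl: buffer, no enzyme.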
# Apoferritin bind = qHTS Assay for Identification of Novel General Anesthetics; Ferritin light chain (Equus caballus), P02791; apoferritin/1-aminoanthracene competitive binding, fluorescence; Potency, µM (top dose mostly 77.5 µM), inactives show at the highest dose activity change, negative = displacement, usual class: inhibitors; 0.074% of 350,000 active; also: potency is read from the fitted curve at half-maximal effect; % is scaled to controls: 0 for no effect and ±100 for the full control effect; nearly all actives have a fitted effect of over 20% in size
# Target sequence (P02791 2-175 limits assumed): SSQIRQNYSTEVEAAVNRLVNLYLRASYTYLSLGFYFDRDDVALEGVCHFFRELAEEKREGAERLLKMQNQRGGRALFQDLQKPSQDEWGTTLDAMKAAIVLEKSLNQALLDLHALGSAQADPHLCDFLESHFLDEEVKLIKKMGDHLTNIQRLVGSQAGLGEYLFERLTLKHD
#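 Horse-spleen apoferritin (10 uM) was mixed with 50% saturated 1-aminoanthracene in PBS, exposed to compounds for 10 min at room temperature, and read for fluorescence (ex 380 nm, em 535 nm). Competitive displacement was fitted with a four-parameter Hill equation.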
# Pol iota inh = qHTS for Inhibitors of Polymerase Iota. DNA polymerase iota (Homo sapiens), Q9UNA4. Pol iota fluorescent replication assay, 10 min. Potency, µM (doses to about 115 µM), for the others: at the highest dose activity, negative = inhibition, most hits filed as inhibitors. 1% of 390,000 active; also: potency is read from the fitted curve at half-maximal effect
#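 Fluorescent replication assay read twice, at 0 min and 10 min after adding 50 nM (final) substrate. Enzyme (10 nM) and compounds were first incubated 15 min at room temperature; enzyme-free buffer wells were negative controls.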
# APE1 inh = qHTS Assay for Inhibitors of the Human Apurinic/apyrimidinic Endonuclease 1 (APE1) | recombinant APE1, TAMRA/BHQ-2 abasic DNA cleavage fluorescence | Potency, µM (highest dose often 65.8 µM), for inactives: at the top dose activity change, negative = inhibition, most hits filed as inhibitors | 0.35% of 350,000 active | AID 2517, 2012;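 also: potency is read from the fitted curve at half-maximal effect; plate controls were vehicle for no effect and reference inhibitor for full effect; nearly all actives have a fitted effect of over 55% in size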
#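 Endonuclease cleavage of a quenched abasic-site DNA duplex (50 nM) by APE1 (0.75 nM) was tracked by TAMRA dequenching. Compounds were preincubated with enzyme 15 min at room temperature; data normalized to buffer-only and DMSO wells plus NSC13755 control.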
# Tb PGK inh = qHTS Assay to Find Inhibitors of Phosphoglycerate Kinase; Phosphoglycerate kinase, glycosomal (Trypanosoma brucei brucei), P07378; PGK/GAPDH coupled, Kinase-Glo luminescence, 60 min; Potency, µM (doses to about 57.5 µM), for the others: top-dose activity change, negative = inhibition, hits mostly inhibitors; 0.043% of 380,000 active; AID 602233, 2012; also: potency is read from the fitted curve at half-maximal effect; % is scaled to controls: 0 for no effect and ±100 for the full control effect; nearly all actives have a fitted effect of over 60% in size
#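 Luminescent ATP detection (Kinase-Glo Plus) follows a 60-minute room-temperature incubation, with wells lacking PGK as controls. Buffer: 100 mM TEA (pH 7.6), 5 mM MgCl2, 0.01% Tween-20. Coupling enzyme GAPDH (100 nM final) supplies unstable 1,3-BPG in-well.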
# Pol beta inh = qHTS Assay for Inhibitors of DNA Polymerase Beta; Pol beta primer extension/strand displacement, fluorescence kinetic; P06746; AID 485314, 2010; Potency, µM (highest dose often 114 µM), for the others: at the highest dose activity change, negative = inhibition, most hits filed as inhibitors; 1.3% of 340,000 active; also: potency is read from the fitted curve at half-maximal effect; % is scaled to controls: 0 for no effect and ±100 for the full control effect
#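 Reaction started by 50 nM substrate onto compound-treated Pol beta (10 nM, 15 min preincubation, room temperature); plates read at 0 min and 10 min. Normalized concentration-effect data fitted by four-parameter Hill equation.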
# BLM inh = qHTS Assay for Inhibitors of Bloom's syndrome helicase (BLM); RecQ-like DNA helicase BLM (Homo sapiens), P54132; recombinant BLM DNA unwinding, fluorescence dequenching; Potency, µM (doses to about 56.1 µM), inactives show at the top dose activity change, negative = inhibition, usual class: inhibitors; 0.2% of 350,000 active; AID 2528, 2010;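 also: potency is read from the fitted curve at half-maximal effect; plate controls were vehicle for no effect and no enzyme for full effect; nearly all actives have a fitted effect of over 35% in size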
# RXFP1 antagonist = qHTS Assay for Antagonists of the Relaxin Receptor RXFP1. Relaxin receptor 1 (Homo sapiens), Q9HBX9. HEK293-RXFP1, relaxin-stimulated cAMP HTRF, 30 min; active compounds read low. activity change, negative = inhibition, % at 57.5 µM. 0.59% of 350,000 active. AID 1259400, 2018;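 active = activity change of -60% or lower, but not beyond a set lower limit; inconclusive = change between -60% and -40%, or beyond the set limit; inactive = change above -40%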; also: % is scaled to controls: 0 for no effect and ±100 for the full control effect
# Pol eta inh = qHTS for Inhibitors of Polymerase Eta. Potency, µM (titrated, usually from 114 µM), for the others: top-dose activity change, negative = inhibition, actives largely listed as inhibitors. recombinant Pol eta, fluorescent DNA replication assay. 1.2% of 390,000 active. DNA polymerase eta (Homo sapiens), Q9Y253; also: potency is read from the fitted curve at half-maximal effect; % is scaled to controls: 0 for no effect and ±100 for the full control effect
# Target sequence (Q9Y253 whole entry, looked up): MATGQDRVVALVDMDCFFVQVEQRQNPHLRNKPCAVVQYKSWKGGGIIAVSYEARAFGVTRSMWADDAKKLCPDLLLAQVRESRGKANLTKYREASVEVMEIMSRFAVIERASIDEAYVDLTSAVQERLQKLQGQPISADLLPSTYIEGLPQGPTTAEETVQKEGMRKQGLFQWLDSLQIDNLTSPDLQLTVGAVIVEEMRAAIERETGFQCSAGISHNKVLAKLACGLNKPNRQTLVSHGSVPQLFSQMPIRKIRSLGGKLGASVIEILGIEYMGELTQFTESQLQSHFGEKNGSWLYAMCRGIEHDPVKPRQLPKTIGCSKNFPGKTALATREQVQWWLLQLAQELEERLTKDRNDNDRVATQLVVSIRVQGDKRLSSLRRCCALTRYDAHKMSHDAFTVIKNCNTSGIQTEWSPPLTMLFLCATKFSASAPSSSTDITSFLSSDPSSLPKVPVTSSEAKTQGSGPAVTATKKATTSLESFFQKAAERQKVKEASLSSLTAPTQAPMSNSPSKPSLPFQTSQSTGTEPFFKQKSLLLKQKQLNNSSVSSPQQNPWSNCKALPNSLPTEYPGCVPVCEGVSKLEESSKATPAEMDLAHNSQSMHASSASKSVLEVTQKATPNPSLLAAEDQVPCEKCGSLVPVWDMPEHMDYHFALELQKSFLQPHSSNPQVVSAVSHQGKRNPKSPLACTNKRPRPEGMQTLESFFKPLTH
#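 Fluorescent replication assay: 50 nM final substrate added after a 15 min room-temperature compound preincubation with 10 nM enzyme. Signal taken at 0 min and again at 10 min.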
# The depositor's hits bear a star; i = inactive; ? = inconclusive; · = not tested or not shown; & = joins results of further samples; [ ] = another dose, or the depositor's remark. Unless noted, calls follow the shape of the dose curve; as a rule, active = well fitted curve in the direction sought with a large enough effect; inconclusive = small, poorly fitted or top-dose-only effect, or another doubt; inactive = no such curve, though single readings can be large; an effect the other way counts as inactive or inconclusive.
# Order of values – Pol iota inh	Tb PGK inh	Pol eta inh	BLM inh	POLK inh	APE1 inh	Pol beta inh	Apoferritin bind	RXFP1 antagonist
CCN(c1ccccc1)S(=O)(=O)c1cc(NC(=O)CN2CCN(C)CC2)ccc1Cl
    -10%	8%	-3%	·	-10%	?	·	·	-5
COc1ccc(CNC(=O)CCC(=O)c2ccccc2)cc1
    13%	9%	-11%	·	-16%	17%	·	·	-6
O=C(CCC(=O)c1ccccc1)Nc1ccc(F)c(Cl)c1
    -4%	10%	-17%	1%	-11%[60.1 µM]	·	6%	-1%	-15
COc1ccc(NC(=O)CSc2nnc3ccc(-c4cccnc4)nn23)cc1
    19%	i	-18%	·	3%	43%[activator]	·	·	-8
CC(C)CC(=O)Nc1ccc(OCC(=O)O)cc1
    -6%	-6%	-3%	-1%	-6%	5%	33%	-6%	5
COc1ccc(OC)c(CNC(=O)CCC(=O)N2Cc3cccc(OC)c3Oc3ncccc32)c1
    ?	-1%	-9%	2%	-6%	30%	31%	-9%	9
N#Cc1cnc2c(-c3ccccc3)c(-c3ccccc3)nn2c1N
    116%[activator]	-6%	-13%	-16%	-8%	1%	1%	-7%	-11
CCOC(=O)c1ccccc1NC1OC(=O)c2ccccc21 (stereo not drawn)
    0%	11%	-4%	1%	-11%	0%	-1%	-6%	-3
CSCCC(NS(=O)(=O)c1ccc2c(c1)oc(=O)n2C)C(=O)NC1CCN(Cc2ccccc2)CC1 (stereo not drawn)
    -13%	i	-6%	1%	-2%	-9%	-9%	2%	-7
COc1ccc(-c2occ(C(=O)O)c2C(=O)O)cc1
    6%	5%	-3%	1%	-9%	0%	?	-4%	-16
O=C(N/C(=C/c1ccc(Cl)cc1)c1nc2ccccc2[nH]1)c1ccco1
    7%	0%	-3%	-5%	5%	13%	25%	-21%	·
C=CCNC(=S)N1CCN(CCN=CC2=C(O)CC(c3cccs3)CC2=O)CC1 (stereo not drawn)
    13%	1%	-4%	-2%	-8%	6%	9%	-7%	6
N#CC1C(=O)NC(=O)C(C#N)C12CCCC(C(F)(F)F)C2 (stereo not drawn)
    -10%	-4%	-18%	·	-12%	·	·	·	-1
CCOc1ccc(NC(=O)c2cc(S(=O)(=O)N3CCCCC3)c[nH]2)cc1
    ?	-5%&-3%	1%&-20%	-1%&1%	-4%&-16%	0%	74%&-6%	3%&41%	-6
Cc1cccc(NC(=O)c2cc(Cl)sc2Cl)c1C
    9%	-8%	-9%	6%	0%	3%	27%	-9%	-8
CC(CNC(=O)Cc1ccc(NC(=O)N2CCSc3ncccc32)cc1)c1ccccc1 (stereo not drawn)
    5%	1%	2%	-1%	-3%	·	3%	-12%	-10
COc1cccc(Nc2nc(-c3sc(NC(=O)c4ccco4)nc3C)cs2)c1
    ?	-10%	-14%	-4%	-9%	6%	-1%	-13%	·
CCc1ccc(Nc2nc(N)nc(CSc3nnnn3-c3ccccc3)n2)cc1
    ?	-1%	?	-18%	-11%	14%	?	-2%	-13
Cc1c(-c2ccc(Cl)cc2)c(=O)oc2ccc(OC(=O)N3CCOCC3)cc12
    27%	-3%	-12%	-3%	-4%[60.1 µM]	·	5%	-11%	-11
Cc1ccc(-n2[nH]c3c4c(ccc3c2=O)C(=O)c2ccccc2C4=O)cc1
    -9%	-1%	-12%	-2%	-20%	1%	29%	5%	11
CNS(=O)(=O)c1cc(N(C)S(=O)(=O)c2ccc(C)cc2)c(C)cc1C
    23%	-2%	-17%	-1%	-19%	-9%	89%	-20%	7
O=C(O/N=C/C1=C(Cl)c2ccccc2CC1)c1ccc(F)cc1
    -6%	i	-14%	-5%	-8%	-3%	-1%	-9%	-7
COc1ccc(S(=O)(=O)N(C)C)cc1NC(=O)CSc1nncs1
    94%[activator]	i	-15%	-2%	3%	11%	39%	-4%	8
COC(=O)c1sc(NC(=O)COc2ccccc2OC)nc1C
    -5%	-5%	6%	-1%	-3%[60.1 µM]	-1%	-11%	4%	0
CC(C)Cc1ccc(/C=C/C(=O)NC2CC2)cc1
    27%	i	-22%	2%	2%	1%	11%	-1%	-8
Cc1ccc2ncc(C(=O)N3CCN(c4ccccc4F)CC3)c(=O)n2c1
    -15%	-1%	-1%	-4%	0%	·	20%	2%	-2
CCOc1ccccc1NC(=O)C(Cc1ccccc1)NS(=O)(=O)c1ccc2c(c1)oc(=O)n2C (stereo not drawn)
    -14%	-3%	-9%	-2%	-20%	·	?	0%	·
O=C(N/N=C/c1cn(Cc2ccccc2)c2ccccc12)c1cccnc1
    26%	-4%	-28%	-7%	-14%	-3%	12%	-17%	3
CC(=O)c1ccc(N2CCN(C(=O)C3CCN(C(=O)Nc4ccccc4)CC3)CC2)cc1
    7%	-5%	-1%	·	-7%	-3%	·	·	-9
CCCc1nc(SCC(=O)NNC(=O)C2CCCCC2)c2ccccc2n1
    ?	7%	-16%	1%	-3%[60.1 µM]	-2%	12%	-2%	-6

# Random excerpt: 2 compounds from above, in no set order.
# Order of values – Pol iota inh	Tb PGK inh	Pol eta inh	BLM inh	POLK inh	APE1 inh	Pol beta inh	Apoferritin bind	RXFP1 antagonist
O=C(O/N=C/C1=C(Cl)c2ccccc2CC1)c1ccc(F)cc1
    -6%	i	-14%	-5%	-8%	-3%	-1%	-9%	-7
CC(C)CC(=O)Nc1ccc(OCC(=O)O)cc1
    -6%	-6%	-3%	-1%	-6%	5%	33%	-6%	5

# (listing goes on)
# Order of values – Pol iota inh	Tb PGK inh	Pol eta inh	BLM inh	POLK inh	APE1 inh	Pol beta inh	Apoferritin bind	RXFP1 antagonist
CCOC(=O)c1[nH]c2ccc(OC)cc2c1NC(=O)OC
    29%	-3%	-10%	-2%	0%	-11%	2%	-1%	18
COc1ccc(NC(=O)Cn2c(=O)n(CCCCCC(=O)NCc3ccc4c(c3)OCO4)c(=O)c3sccc32)cc1Cl
    -24%	i	1%	-10%	-21%	·	-25%	-6%	10
CCOC(=O)C1CCCN(C(=O)c2ccc(CNc3c(N4CCC(C)CC4)c(=O)c3=O)cc2)C1 (stereo not drawn)
    -3%	?	-15%	3%	3%	-1%	4%	-13%	·
CC1(C)Cc2c(sc3nc(C4CCCCC4)n(N)c(=O)c23)CO1
    -1%	-3%	-2%	-1%	-1%	-2%	6%	-2%	-12
COCCN(C(=O)c1csnn1)C(C(=O)NC1CCCCC1)c1ccc(Cl)cc1 (stereo not drawn)
    8%	i	-12%	0%	-4%	7%	9%	1%	9
CC1CCCCN1c1csc2ccc(F)cc2c1=O (stereo not drawn)
    26%	-2%	-19%	4%	-9%[60.1 µM]	·	-2%	40%[activator]	-3
CCn1c(-c2ccc(F)cc2)n[nH]c1=S
    15%	i	-10%	-1%	-13%	?	5%	3%	-13
COc1ccc(-n2c(SCc3ccccn3)nc3c(c2=O)SCC3)cc1OC
    32%[activator]	1%	6%	-1%	-14%	-1%	1%	-9%	8
CCOC(=O)CSC1=NC(=O)/C(=C\c2ccc(OC(C)=O)cc2)S1
    ?	i	-2%	-2%	-17%	-1%	21%	-19%	-4
Cc1ccc(CN(C(=O)c2ccc([N+](=O)[O-])cc2)C2CCS(=O)(=O)C2)o1 (stereo not drawn)
    16%	-4%	-7%	2%	0%	25%	10%	-7%	18
CCN(CC)c1nc2c(c(=O)n(C)c(=O)n2C)n1CC(=O)c1ccccc1
    190%[activator]	i	-16%	0%	0%	-1%	-3%	-3%	-8
Cc1cccc(N(CC(=O)NC2CCCC2)C(=O)c2csnn2)c1C
    20%	1%	-1%	0%	-1%	1%	20%	-1%	-9
NC(=O)Nc1sc(-c2ccc(F)cc2)cc1C(N)=O
    ·	·	·	0%	14%[60.1 µM]	-7%	·	-8%	·
Cn1c(=O)oc2cc(S(=O)(=O)NC(Cc3ccccc3)C(=O)Nc3ccc(F)cc3)ccc21 (stereo not drawn)
    20%	i	-10%	1%	-3%	·	5%	-2%	·
Oc1ccccc1N1CCN(c2nnnn2-c2ccccc2)CC1
    -16%	-2%	-10%	-3%	1%	17%	25%	-16%	5
O=C(OCCCc1cc2ccccc2c(=O)o1)c1ccc(F)cc1
    19%	-9%	-18%	·	16%	35%	·	·	·
O=C(Cn1[nH]c(=O)c2ccccc2c1=O)NC1CCN(Cc2ccccc2)CC1
    47%[activator]	-7%	-14%	-6%	8%	3%	-10%	-13%	-7
CCCCn1c(N)c(N(CC(C)C)C(=O)c2cc(=O)[nH]c3ccccc23)c(=O)[nH]c1=O
    24%	-1%	5%	·	-9%	-10%	·	·	-9
CC(=O)Nc1ccc(C(=O)Nc2cccc(-c3cnc4ccccc4n3)c2)cc1
    1%	-8%	?	-29%	-12%	3%	4.5µM*	-2%	-3
CC(C)CC1NC(=O)N(CC(=O)Nc2cccc(Br)c2)C1=O (stereo not drawn)
    8%	-3%	-1%	·	-5%	-17%	·	·	0
CCCCCOC(=O)C(C)Sc1n[nH]c(=O)[nH]c1=O (stereo not drawn)
    21%	-4%	-13%	5%	7%	16%	-17%	-3%	-6
COc1ccccc1NS(=O)(=O)c1ccc(C)c(C(=O)Nc2ccc(S(=O)(=O)Nc3onc(C)c3C)cc2)c1
    -16%	0%	-8%	·	-8%	·	·	·	11
CCOCCCNC(=O)C(NC(=O)c1ccc2c(c1)OCO2)c1ccc(OC)cc1 (stereo not drawn)
    6%	i	-13%	-1%	6%	-4%	6%	-9%	-5
CC1CN(c2nnnn2-c2ccccc2)CC(C)O1 (stereo not drawn)
    -10%	1%	-11%	0%	-7%	1%	-9%	-7%	19

# The list is partial; rates above refer to the full screens.
